High-throughput results as filed in PubChem.
PREPL inh – human PREPL enzyme inhibition; recombinant PREPL, fluorescence polarization activity-based probe; Q4J6C6; inhibition, % at 5.96 µM; 320,000 tested, 0.68% active; in the data active = inhibition above about 43%;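 also: 0% = enzyme with DMSO and 100% = wells lacking enzyme; many of its hits are not listed in these tables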
PAFAH2 inh – PAFAH2 (human) inhibition; Q99487; recombinant PAFAH2, FP-rhodamine activity probe, fluorescence polarization; inhibition, % at 3.39 µM; 340,000 tested, 0.99% active;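 active = inhibition above the mean over all tested compounds plus 3 SD, cut at about 30% in these data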;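 also: inhibitors block probe labeling of enzyme so polarization drops; 0% = enzyme with DMSO and 100% = wells lacking PAFAH2 protein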
ZTA counter – ZTA (EBV) inhibition in EBNA-1 counter-screen. P03206. ZTA-DNA binding, fluorescence polarization. 320,000 tested, 0.15% active. AID 2234. inhibition, % at 11 µM; in the data active = inhibition above about 33%
Target sequence (P03206 whole entry, looked up): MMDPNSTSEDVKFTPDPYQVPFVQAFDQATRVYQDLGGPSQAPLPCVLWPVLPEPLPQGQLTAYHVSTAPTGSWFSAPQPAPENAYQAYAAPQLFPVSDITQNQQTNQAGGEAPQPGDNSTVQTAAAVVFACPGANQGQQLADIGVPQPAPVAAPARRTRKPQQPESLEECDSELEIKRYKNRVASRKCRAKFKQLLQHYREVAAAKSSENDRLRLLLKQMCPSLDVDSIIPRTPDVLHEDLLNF
PAFAH1B3 inh – PAFAH1B3 (human) inhibition; Q15102; recombinant PAFAH1B3, FP-rhodamine probe, fluorescence polarization; inhibition, % at 3.39 µM; 340,000 tested, 0.28% active; AID 492972;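 active = inhibition above the screen-wide average of all tested compounds plus 3 SD, cut at about 25% in these data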;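 also: 0% = enzyme with DMSO only and 100% = wells lacking PAFAH1B3 protein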
PAFAH1B2 inh – blocks human PAF acetylhydrolase 1b catalytic subunit 2 | P68402 | recombinant PAFAH1B2, FP-rhodamine activity probe, fluorescence polarization | 340,000 tested, 1.2% active | inhibition, % at 3.39 µM;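 active = inhibition above the mean of all tested compounds plus 3 SD, cut at about 24% in these data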;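 also: 0% = enzyme with DMSO and 100% = wells lacking PAFAH1B2; many of its hits are not listed in these tables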
Target sequence (P68402 whole entry, looked up): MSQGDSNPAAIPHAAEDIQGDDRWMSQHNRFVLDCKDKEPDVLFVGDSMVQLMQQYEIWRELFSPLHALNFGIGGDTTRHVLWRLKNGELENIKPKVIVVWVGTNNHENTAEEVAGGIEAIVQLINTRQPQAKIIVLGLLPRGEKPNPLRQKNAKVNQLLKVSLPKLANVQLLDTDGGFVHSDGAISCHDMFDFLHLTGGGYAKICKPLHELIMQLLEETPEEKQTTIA
LYPLA2 counter – counter-screen for PME1 inhibitors: inhibitors of human LYPLA2 | recombinant LYPLA2, FP-Rh probe fluorescence polarization | inhibition, % at 5.9 µM | 320,000 tested, 0.38% active | AID 2177;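 active = inhibition above the screen-wide mean plus 3 SD, limit set per campaign, cut at about 26% in these data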;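 also: 0% = LYPLA2 with DMSO and 100% = wells lacking LYPLA2 enzyme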
Target sequence (O95372 whole entry, looked up): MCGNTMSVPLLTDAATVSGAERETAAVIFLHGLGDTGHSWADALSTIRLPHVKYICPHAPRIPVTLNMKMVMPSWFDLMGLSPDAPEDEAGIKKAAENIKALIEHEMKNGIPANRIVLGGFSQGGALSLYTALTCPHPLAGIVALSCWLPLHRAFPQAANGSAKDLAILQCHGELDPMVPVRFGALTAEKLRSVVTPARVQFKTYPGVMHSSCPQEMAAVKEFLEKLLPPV
LYPLA1 inh – counter-screen for PME1 inhibitors: inhibitors of human LYPLA1; O75608; recombinant LYPLA1, FP-Rh probe fluorescence polarization; inhibition, % at 5.9 µM; 320,000 tested, 0.16% active; AID 2174;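 active = inhibition above the mean of all tested compounds plus 3 SD, set per campaign, cut at about 14% in these data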;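 also: inhibitors block serine hydrolase probe labeling of LYPLA1 so polarization falls; 0% = enzyme with DMSO and 100% = wells lacking LYPLA1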
Target sequence (O75608 whole entry, looked up): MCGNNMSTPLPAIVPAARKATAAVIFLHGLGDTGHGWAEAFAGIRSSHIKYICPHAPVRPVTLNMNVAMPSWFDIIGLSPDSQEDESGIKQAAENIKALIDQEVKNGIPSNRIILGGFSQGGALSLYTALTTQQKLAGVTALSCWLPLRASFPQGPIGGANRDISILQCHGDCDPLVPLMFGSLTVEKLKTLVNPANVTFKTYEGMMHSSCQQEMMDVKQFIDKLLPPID
pPAFAH FP inh – inhibitors of human plasma PAF acetylhydrolase (pPAFAH) | Q13093 | recombinant pPAFAH, FP-rhodamine probe fluorescence polarization | inhibition, % at 3.39 µM | 330,000 tested, 1.5% active;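 active = inhibition above the mean inhibition across the screen plus 3 SD, cut at about 25% in these data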;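 also: inhibitors block binding of the rhodamine activity-based probe so polarization drops; 0% = enzyme with DMSO and 100% = wells lacking pPAFAH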
EBNA-1 inhibitor – blocks EBNA-1 binding to DNA; EBNA-1 DNA binding, fluorescence polarization; inhibition, % at 14.8 µM; 300,000 tested, 0.34% active; AID 1950; in the data active = inhibition above about 28%
An asterisk follows results filed as active; / = not tested or not shown. Not all compounds are listed; the hit share may differ from the screen's.

SMILES | PREPL inh | PAFAH2 inh | ZTA counter | PAFAH1B3 inh | PAFAH1B2 inh | LYPLA2 counter | LYPLA1 inh | pPAFAH FP inh | EBNA-1 inhibitor
COc1ccc(C(=O)NC(=S)Nc2ccc([N+](=O)[O-])cc2C)cc1OC | 7 | -11 | -2 | -6 | -5 | -13 | -6 | 4 | 0
CS(=O)(=O)N(Cc1cc2ccccc2[nH]c1=O)C1CCCCC1 | 13 | 5 | -2 | -3 | 12 | 0 | -3 | 1 | -2
CCn1nc(C(=O)NCC2COc3ccccc3O2)c2ccccc2c1=O (stereo not given) | 4 | 4 | 18 | -4 | 0 | -2 | 0 | -4 | /
CCOc1ccccc1NC(=O)C(NCCN(C)C)c1ccccc1 (stereo not given) | -15 | 5 | -5 | 11 | 4 | 0 | 0 | 3 | 1
CCCS(=O)(=O)N1CCC(C(=O)NCCN2CCC(Cc3ccccc3)CC2)CC1 | 14 | -4 | -6 | 4 | 2 | -3 | -4 | 4 | 1
CCOc1ccccc1CN1CCNC(=O)C1CC(=O)NCc1nccn1CC (stereo not given) | 13 | 8 | 8 | 1 | 5 | -1 | 0 | -1 | 4
O=C(NCc1ccccn1)c1ccc([N+](=O)[O-])cc1 | 1 | -6 | 12 | 6 | 1 | -1 | -3 | -2 | 4
CCN1CCc2c(sc(NC(=O)c3ccc(S(=O)(=O)N4CCOCC4)cc3)c2C(=O)OC)C1 | -6 | -2 | -10 | 8 | 5 | 16 | 2 | 0 | -8
Cc1ccccc1NC(=O)Cc1nc(COC(=O)CCNS(=O)(=O)c2ccccc2)cs1 | -8 | -1 | 3 | 1 | 2 | -3 | -4 | 12 | 1
O=C(NCc1ccc(F)cc1)c1cc2ccccc2o1 | 4 | 0 | -5 | 5 | 2 | -1 | -1 | -3 | -17
Nc1nonc1C(=Nc1ccc(Br)cc1)NO | -5 | 4 | 9 | -3 | 17 | -4 | -1 | 2 | 10
COc1ccc(/C=C/C(=O)NC(=S)Nc2ccc(S(N)(=O)=O)cc2)cc1 | 9 | 4 | 31 | -1 | -1 | 0 | -3 | 4 | 33*
COc1cccc(CNC(=O)CS(=O)(=O)Cc2nc(-c3ccc(C)cc3)oc2C)c1OC | -19 | 1 | -8 | -7 | 1 | -1 | -2 | -2 | -11
Cc1cccc(NC(=O)c2ccc(Cn3cc(C(F)(F)F)ccc3=O)cc2)c1 | -11 | -2 | -14 | 7 | 0 | 3 | -3 | 4 | 1
CCCC1=C(C(=O)OCC)C(c2cc(Cl)cc(OC)c2OCC(=O)OCC)NC(=O)N1 (stereo not given) | 3 | 3 | -2 | 7 | 7 | 10 | 1 | 2 | 1
O=C1OC(=O)c2cc([N+](=O)[O-])ccc21 | 19 | 6 | -16 | 5 | -1 | 2 | 1 | 4 | /
Cc1ccc(NC(=O)C2c3ccccc3Oc3ccccc32)nc1 | 5 | / | -11 | / | / | -4 | -5 | -6 | 4
COc1ccc2nc(C)cc(NCc3ccc(F)cc3)c2c1 | 24 | -5 | -3 | 5 | 6 | -7 | 0 | 4 | 4
Cc1noc(/C=C/c2ccco2)c1S(=O)(=O)N1CCC(C(=O)Nc2ccc(Cl)cn2)CC1 | -12 | -11 | 6 | -3 | -1 | -15 | -13 | 8 | 7
CCOC(=O)c1cn(-c2c(C)n(C)n(-c3ccccc3)c2=O)c2c(F)c(F)c(F)cc2c1=O | -3 | / | 10 | / | / | 0 | 2 | 4 | 1
CC(OC(=O)c1nc(Cl)ccc1Cl)C(=O)NC1CCCCC1C (stereo not given) | 9 | 4 | -16 | 4 | 6 | 20 | 16* | 18 | /
CC(C)(C)c1csc(NC(=O)Cn2cnc3ccccc3c2=O)n1 | -1 | -4 | 0 | 4 | 1 | 23 | 3 | -6 | 0
O=C(COC(=O)Cc1ccsc1)NC1CCCCCC1 | -6 | 14 | -2 | 4 | 11 | 0 | 1 | 30* | 9
CCc1ccc(-c2csc3ncn(Cc4ccc(C(=O)O)cc4)c(=O)c23)cc1 | -10 | 0 | 18 | 9 | 3 | 25 | -1 | 8 | 2
CSc1ccccc1NC(=O)CSc1nnc(COc2ccccc2)o1 | 0 | 1 | -3 | 1 | 4 | 8 | 0 | 2 | 3
(more compounds)
SMILES | PREPL inh | PAFAH2 inh | ZTA counter | PAFAH1B3 inh | PAFAH1B2 inh | LYPLA2 counter | LYPLA1 inh | pPAFAH FP inh | EBNA-1 inhibitor
COc1ccc(/C=N/NC(=O)/C(=C/c2ccccc2)CCO)cc1 | -1 | 0 | 3 | -7 | 2 | 2 | -1 | 6 | 3
CCNC(=O)CN1c2cccc3cccc(c23)S1(=O)=O | 10 | 2 | -11 | 0 | 8 | 8 | 4 | -5 | 6
COC(=O)/C=C/C(=O)NCc1ccco1 | 2 | 0 | -1 | 8 | 1 | 0 | -2 | 2 | 1
Cn1c(SCC(=O)c2ccc(O)cc2O)nnc1-c1ccccc1 | -7 | 6 | 5 | 3 | 3 | -4 | -7 | 0 | -9
CC1CN(C(=O)c2cc3c(=O)n4ccccc4nc3s2)CC(C)O1 (stereo not given) | 12 | -2 | 1 | 3 | 4 | 10 | 2 | -4 | 4
O=C(NCCCN1CCCC1=O)c1cccc(S(=O)(=O)Nc2ccccc2Cl)c1 | 13 | 12 | -7 | 8 | 4 | 8 | 4 | 1 | /
COc1ccccc1N1CC=C(c2cccc([N+](=O)[O-])c2)NC1=O | 0 | 10 | -6 | 6 | 4 | 2 | -1 | 0 | -1
COP(=O)(OC)c1nc(-c2ccc([N+](=O)[O-])cc2)oc1N1CCCCC1 | 4 | 1 | 1 | 2 | 4 | 1 | 3 | 7 | 4
Cc1ccc(CSC2=NCCN2S(=O)(=O)c2ccc(F)cc2)cc1 | -5 | -3 | 13 | 4 | 1 | -4 | -2 | 7 | 7
COc1ccccc1CNC(=O)CCS(=O)(=O)c1cccs1 | 6 | 17 | -6 | 7 | 5 | -3 | -4 | 0 | -13
Cc1nn(C)c(C)c1/C=C/C(=O)c1cccs1 | -10 | -10 | 11 | 1 | 6 | -4 | -3 | -4 | 4
CCOc1ccc(CN2CCN(Cc3cccn3-c3cccnc3)CC2CCO)cc1 (stereo not given) | -5 | -2 | 18 | 10 | 2 | 0 | 1 | 0 | 7
NS(=O)(=O)c1ccc(NC(=S)NC2CCCCC2)cc1 | -4 | 3 | -3 | -3 | 5 | 6 | 1 | 1 | -2
COCC(=O)NC1CCN(C(=O)Nc2ccc(Br)cc2)CC1 | 4 | 4 | -2 | 7 | 4 | 2 | -4 | -8 | -7
CCCc1ccc(C(=O)NNc2cccc(C)c2)cc1 | 6 | 14 | -19 | 3 | 5 | 0 | 1 | -5 | -10
Cc1ccc(S(=O)(=O)NCCCCCC(=O)NC(C)(C)CO)cc1 | -1 | 6 | 0 | 5 | 5 | 3 | 2 | 8 | -1
COc1ccc(/C=N/Nc2ncc(-c3ccccc3)cn2)c(OC)c1 | 5 | 11 | 3 | -3 | 0 | 4 | -1 | 12 | 11
Cc1ccc(NS(=O)(=O)c2ccc3c(c2)NC(=O)CCS3)c(Br)c1 | 0 | 4 | -8 | 4 | 3 | 7 | 3 | 9 | 6
C#CC(C)(CC)NC(=O)c1cc2cccc(CC=C)c2oc1=O (stereo not given) | 6 | 1 | 14 | 10 | 1 | 4 | 1 | 6 | 4
CC(C)CNc1nc(=S)nc(N(C)C)[nH]1 | 10 | 4 | 2 | 11 | 4 | 2 | 3 | 10 | 4
Cc1ccc2nc(-c3ccccc3)cc(C(=O)N3CCN(S(=O)(=O)c4c(C)noc4C)CC3)c2c1 | 19 | 2 | 2 | 5 | 3 | 5 | 1 | -6 | /
Cc1ccccc1OCCN1C(=O)c2ccccc2C1=O | 8 | -1 | 2 | 1 | 2 | -1 | -4 | 1 | -5
COc1ccc(CC(=O)Nc2ccc(S(=O)(=O)N3CCN(C)CC3)cc2)cc1 | -2 | 5 | 2 | 10 | 3 | -4 | -4 | -1 | /
CCn1cc(S(=O)(=O)N2CCN(Cc3ccc(F)cc3)CC2)cn1 | -1 | 1 | -15 | 8 | 4 | 5 | 3 | -2 | 0
COc1ccc(NC(=O)c2cc(OC)c(OC)c(OC)c2)cc1S(=O)(=O)N1CCCCC1 | 8 | 2 | -7 | 5 | 3 | -1 | 0 | 4 | -3

Look-ups from the entries so far:
PREPL inh result of O=C(NCCCN1CCCC1=O)c1cccc(S(=O)(=O)Nc2ccccc2Cl)c1 = 13
ZTA counter result of COP(=O)(OC)c1nc(-c2ccc([N+](=O)[O-])cc2)oc1N1CCCCC1 = 1
PAFAH2 inh result of CC1CN(C(=O)c2cc3c(=O)n4ccccc4nc3s2)CC(C)O1 (stereo not given) = -2

3 entries already listed, arranged by their value in PAFAH1B3 inh, rising:
SMILES	PAFAH1B3 inh
CCNC(=O)CN1c2cccc3cccc(c23)S1(=O)=O	0
Cc1ccc2nc(-c3ccccc3)cc(C(=O)N3CCN(S(=O)(=O)c4c(C)noc4C)CC3)c2c1	5
O=C(NCCCN1CCCC1=O)c1cccc(S(=O)(=O)Nc2ccccc2Cl)c1	8

Going on with the list:
SMILES | PREPL inh | PAFAH2 inh | ZTA counter | PAFAH1B3 inh | PAFAH1B2 inh | LYPLA2 counter | LYPLA1 inh | pPAFAH FP inh | EBNA-1 inhibitor
COc1ccc(CCNC(=O)c2cc(=O)c3cc(C)ccc3o2)cc1 | 3 | -2 | -9 | 5 | 4 | 8 | 0 | 2 | 5
C=CCOc1ccc(CNn2cn[nH]c2=S)cc1 | 1 | 1 | -14 | -6 | -5 | 10 | -4 | 4 | -11
COC(OC)c1ccnc(-c2ccc(OC(=O)c3cccs3)cc2)n1 | 15 | 12 | 7 | 7 | 8 | 1 | 1 | 7 | 0
O=C(NCC(O)CN1CCOCC1)c1ccc([N+](=O)[O-])cc1 (stereo not given) | -6 | -5 | 4 | -8 | -3 | 2 | 0 | -1 | 5
CCCn1ncc(CN2CCC(N3CCC(C(=O)N4CCOCC4)CC3)CC2)c1C | 18 | 2 | 4 | -2 | 0 | 3 | 1 | 2 | -6
Cc1ccc(C)c(N(C)C(=O)CCS(=O)(=O)c2cccc3nonc23)c1 | 2 | 9 | -2 | -7 | -1 | -5 | -3 | 3 | -19
CC(C)OC(=O)CSc1nnc(-c2cnccn2)n1-c1ccccc1 | 4 | 2 | 5 | 3 | 2 | 0 | 2 | 6 | -2
Cc1ccc(NC(=O)CCCc2nc3ccccc3s2)c(O)c1 | -2 | 3 | -4 | -1 | 1 | 2 | -3 | 4 | 3
Cc1ccc(C(C)C)c(OCC(=O)NNC(=O)Cc2ccc(S(=O)(=O)N3CCOCC3)s2)c1 | 20 | 0 | / | 8 | 6 | / | / | 15 | /
COc1ccccc1Oc1ccnc2cc(Cl)ccc12 | 5 | -8 | 3 | -4 | -2 | 8 | 1 | 9 | 10
CCOC(=O)N1CCN(S(=O)(=O)c2ccc(C(=O)Nc3nnc(C4CC4)o3)cc2)CC1 | 15 | -8 | -9 | 1 | 4 | -6 | -2 | -4 | 0
COc1ccc(NC(=O)CSCC(=O)N2CCCc3ccccc32)cc1 | 0 | 6 | 1 | 6 | 6 | 1 | -4 | -2 | -9
CCN(CC(=O)NCc1cccs1)C(=O)c1cccc(S(=O)(=O)N2CC(C)OC(C)C2)c1 (stereo not given) | 14 | -6 | / | -2 | -3 | / | / | 3 | /
CCOC(=O)c1c(C)[nH]c(C)c1S(=O)(=O)N(C)CC(=O)NCc1cccc(Br)c1 | 2 | 9 | -9 | 10 | -2 | -1 | -2 | 0 | -4
CCN(CC)CCCn1c2c(c(SCC(=O)Nc3ccc4c(c3)OCO4)nc1=O)CCC2 | 10 | -4 | -10 | 6 | 4 | -1 | -3 | 3 | -4
CCOc1ccc2nc(SCC(=O)NCc3ccccc3)[nH]c2c1 | 3 | 2 | 14 | 7 | 6 | 0 | -1 | 0 | 4
CCN(CC)C(=O)[C@H]1C[C@H](CC(=O)NCCC2=CCCCC2)C(=O)N2CCc3c([nH]c4cc(CCC(=O)N(C)C)ccc34)[C@]12C | / | 7 | / | 8 | 3 | / | / | 12 | /
